Assay outcomes deposited in PubChem BioAssay by several laboratories.
MEX-5 binding – MEX-5 zinc finger RNA-binding disruptors – biochemical, C. elegans, fluorescence polarization, MLPCN library, primary screen | Zinc finger protein mex-5 (Caenorhabditis elegans), Q9XUB2 | activity score (negative = inhibition of binding), % at 10 µM | 300,000 tested, 0.38% active | AID 1832, 2009 | MEX-5/FITC-TCR2 RNA binding; active compounds read low;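 active = inhibition past about -25% in most replicates, and total fluorescence under double the plate's negative control median, limit read from the data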;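 note: 0% = DMSO and -100% = 5 µM competing unlabeled TCR2 RNA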
Target sequence (Q9XUB2 whole entry, looked up): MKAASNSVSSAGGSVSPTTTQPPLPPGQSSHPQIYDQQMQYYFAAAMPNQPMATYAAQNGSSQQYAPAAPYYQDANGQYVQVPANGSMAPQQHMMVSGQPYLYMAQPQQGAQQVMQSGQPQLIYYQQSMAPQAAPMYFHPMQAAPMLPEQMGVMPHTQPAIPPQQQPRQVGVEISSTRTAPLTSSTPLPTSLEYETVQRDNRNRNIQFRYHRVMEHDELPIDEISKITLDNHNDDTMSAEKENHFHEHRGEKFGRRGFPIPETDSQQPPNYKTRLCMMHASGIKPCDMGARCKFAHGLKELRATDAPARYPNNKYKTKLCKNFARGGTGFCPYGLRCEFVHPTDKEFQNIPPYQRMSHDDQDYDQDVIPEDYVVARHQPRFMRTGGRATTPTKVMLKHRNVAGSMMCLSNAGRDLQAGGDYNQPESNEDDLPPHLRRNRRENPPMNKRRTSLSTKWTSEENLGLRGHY
Bcl-xL primary – inhibitors of human Bcl-xL, primary screen, biochemical, fluorescence polarization, HTS. Bcl-2-like protein 1 (Homo sapiens), Q07817. GST-Bcl-xL / FITC-Bim BH3 peptide fluorescence polarization. inhibition, % at 10.9 µM. 320,000 tested, 0.7% active. AID 2129, 2009;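 active = inhibition above the mean of all tested compounds plus 3 SD, cutoff set per campaign, cut at about 30% in these data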;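 note: 0% = DMSO wells and 100% = unlabeled Bim-BH3 peptide competitor; inhibitors lower millipolarization by displacing the labeled peptide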
GLD-1 RNA inh – GLD-1/TGE RNA complex disruptors, primary screen, biochemical, fluorescence polarization; 320,000 tested, 0.44% active; purified GLD-1 + fluorescein TGE RNA; AID 2280, 2010; inhibition, % at 5.96 µM; Female germline-specific tumor suppressor gld-1 (Caenorhabditis elegans), Q17339;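 active = percent inhibition above a per-plate cutoff, the plate mean of test compounds plus 3 SD, cut at about 30% in these data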;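 note: 0% = DMSO wells with GLD-1 and probe and 100% = wells lacking GLD-1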
Fam108B counter – mouse Fam108B serine hydrolase inhibitors, primary screen, counter-screen for RBBP9 inhibitor project, biochemical, fluorescence polarization; inhibition, % at 9.51 µM; recombinant Fam108B, FP-Rh probe fluorescence polarization; 300,000 tested, 0.33% active; AID 1947, 2009;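 active = inhibition above the screen mean inhibition plus 3 SD, computed separately per campaign, cut at about 18% in these data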;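 note: inhibitors lower polarization as less probe binds the enzyme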
PAFAH1B2 FP inh – PAFAH1B2 enzyme inhibitors, primary screen, biochemical, fluorescence polarization, human. inhibition, % at 3.39 µM. Platelet-activating factor acetylhydrolase IB subunit alpha2 (Homo sapiens), P68402. 340,000 tested, 1.2% active. recombinant PAFAH1B2, FP-rhodamine activity probe. AID 492953, 2010;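 active = inhibition above the mean of all tested compounds plus 3 SD, cut at about 24% in these data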;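 note: 0% = enzyme with DMSO and 100% = wells lacking PAFAH1B2; many of its hits are not listed in these tables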
Target sequence (P68402 whole entry, looked up): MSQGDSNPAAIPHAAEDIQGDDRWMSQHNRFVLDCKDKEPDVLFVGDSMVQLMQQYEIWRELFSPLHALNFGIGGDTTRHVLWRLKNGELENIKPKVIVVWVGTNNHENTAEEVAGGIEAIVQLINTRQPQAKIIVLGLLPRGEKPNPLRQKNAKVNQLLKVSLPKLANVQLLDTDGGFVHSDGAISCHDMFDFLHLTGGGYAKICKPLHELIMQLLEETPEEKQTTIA
PME-1 inh – PME-1 inhibitors via competitive probe labeling, primary screen, biochemical, fluorescence polarization, FP-Rh probe, HTS | Protein phosphatase methylesterase 1 (Homo sapiens), Q9Y570 | recombinant PME-1 | inhibition, % at 5.9 µM | 320,000 tested, 0.53% active | AID 2130, 2009;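 active = inhibition above the campaign mean of all compounds plus 3 SD, cut at about 26% in these data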;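 note: competitive labeling of PME-1 active site by serine hydrolase directed probe; 0% = PME-1 with DMSO and 100% = wells lacking PME-1 enzyme; inhibitors block probe labeling so polarization falls and inhibition rises; many of its hits are not listed in these tables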
Target sequence (Q9Y570 whole entry, looked up): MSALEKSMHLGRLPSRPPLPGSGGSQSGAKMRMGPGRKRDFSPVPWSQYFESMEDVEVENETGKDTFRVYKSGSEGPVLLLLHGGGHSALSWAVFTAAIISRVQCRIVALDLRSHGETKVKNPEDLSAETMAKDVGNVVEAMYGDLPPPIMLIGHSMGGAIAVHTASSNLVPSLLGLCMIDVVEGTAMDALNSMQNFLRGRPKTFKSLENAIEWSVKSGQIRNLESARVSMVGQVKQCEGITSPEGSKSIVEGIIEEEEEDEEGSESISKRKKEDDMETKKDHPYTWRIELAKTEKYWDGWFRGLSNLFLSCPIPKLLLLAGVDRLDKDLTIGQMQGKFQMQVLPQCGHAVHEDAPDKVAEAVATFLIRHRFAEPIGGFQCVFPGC
pPAFAH FP inh – pPAFAH enzyme inhibitors, primary screen, biochemical, fluorescence polarization, human; Platelet-activating factor acetylhydrolase (Homo sapiens), Q13093; recombinant pPAFAH, FP-rhodamine probe fluorescence polarization; inhibition, % at 3.39 µM; 330,000 tested, 1.5% active;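 active = inhibition above the mean inhibition across the screen plus 3 SD, cut at about 25% in these data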;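 note: inhibitors block binding of the rhodamine activity-based probe so polarization drops; 0% = enzyme with DMSO and 100% = wells lacking pPAFAH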
AHR act – AHR activators, primary screen, cell-based, luminescence, luciferase reporter, human | 320,000 tested, 2.5% active | activation, % at 5 µM | AHR-responsive luciferase reporter cells | Aryl hydrocarbon receptor (Homo sapiens), P35869; in the data active = activation above about 47%;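 note: 0% = vehicle wells and 100% = reference agonist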
MCL1-BIM inh – inhibitors of MCL1 binding to BIM-BH3, primary screen, biochemical, fluorescence polarization; GST-MCL1 / FITC-Bim-BH3 fluorescence polarization; inhibition, % at 10.9 µM; 320,000 tested, 0.68% active; AID 2057, 2009; Induced myeloid leukemia cell differentiation protein Mcl-1 (Homo sapiens), Q07820;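 active = inhibition above the mean inhibition of all tested compounds plus 3 SD, set per campaign, cut at about 40% in these data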;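 note: 0% = DMSO wells and 100% = unlabeled Bim-BH3 peptide control; higher means more loss of mP so more displacement of Bim peptide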
* hit, by the source's call; . = not tested or not shown.

SMILES | MEX-5 binding | Bcl-xL primary | GLD-1 RNA inh | Fam108B counter | PAFAH1B2 FP inh | PME-1 inh | pPAFAH FP inh | AHR act | MCL1-BIM inh
CCN(CC(=O)Nc1c(F)cccc1F)C(=O)c1ccc(N2CCCC2=O)cc1 | -0.5 | -4 | -4 | -1 | -3 | -6 | 1 | 2 | -3
C=CCNC(=S)N/N=C/c1ccc(-c2cccc([N+](=O)[O-])c2)o1 | -2.3 | -3 | -3 | -3 | -2 | 10 | 4 | 4 | 3
S=C(NCCc1ccccc1)Nc1ccccc1 | 1.7 | 4 | 0 | 0 | 5 | -4 | -1 | 2 | 8
O=S(=O)(CCN1CCCCC1)Oc1ccc(Cl)cc1Cl | 0.3 | 2 | 0 | -4 | 1 | 1 | 2 | 0 | 5
CCOC(=O)c1c(NC(=O)CN(C)C)sc(C(=O)N(CC)CC)c1C | -1.6 | -2 | 5 | 3 | 4 | -6 | 4 | 9 | 7
CC(=O)c1ccccc1C(=O)N1CCCC(CCC(=O)N2CCN(c3ccccn3)CC2)C1 (stereo unspecified) | -1.3 | -1 | -2 | 0 | 10 | 0 | 7 | 6 | 4
Cc1cccc(-c2nnn3c2nc(NCCc2ccc(S(N)(=O)=O)cc2)c2ccccc23)c1 | -0.4 | 4 | -3 | -12 | -4 | -12 | 7 | 50* | 0
O=C(CCCn1c(=O)[nH]c2ccsc2c1=O)NCc1cccs1 | 2.5 | 4 | 2 | 5 | 1 | 8 | -3 | 0 | 3
COc1ccc2[nH]c3c(c2c1)CCN1C(=O)N([C@@H](C)C(=O)NCCc2ccc(OC)c(OC)c2)C(=O)[C@]31C | 2.7 | -1 | -3 | 1 | 5 | 2 | 8 | 3 | 0
Cc1cc(C)n2nc(C(=O)N/N=C/c3ccco3)nc2n1 | -1.2 | 1 | -2 | -1 | 0 | -1 | 11 | 7 | 1
COc1ccc(C2c3c(-c4ccccc4O)n[nH]c3C(=O)N2Cc2ccco2)cc1OC (stereo unspecified) | -0.4 | 7 | 4 | -2 | 1 | 3 | 0 | 0 | 2
CCc1cccc(Nc2cnn(C34C[C@@H]5C[C@@H](CC(CC(=O)O)(C5)C3)C4)c(=O)c2Cl)c1 | -1.0 | -11 | -9 | -2 | 32* | -1 | -1 | 0 | -6
CC(=O)N(CC(=O)O)c1ccccc1 | -1.0 | 1 | 0 | -1 | 6 | -1 | 3 | -3 | 0
Cc1ccc(S(=O)(=O)N2CCN(C(=O)COC(=O)c3cc(C)oc3C)CC2)cc1 | 0.2 | -2 | 5 | 0 | 1 | 16 | 4 | -1 | -3
COc1cccc(NC(=O)n2ncc3c(C)cccc32)c1 | -2.3 | 1 | -3 | -7 | 5 | 3 | 3 | -1 | 3
Cc1ccc(NC(=S)N/N=C2/CCCCc3ccccc32)cc1 | -0.6 | 7 | 4 | 1 | 2 | 5 | 10 | 3 | 10
O=C1CC(c2ccco2)CC(O)=C1C=NCCO (stereo unspecified) | -0.9 | 9 | 7 | 3 | 2 | 1 | -1 | 7 | 12
CC(=O)c1cccc(NC(=O)CO/N=C2/CCCc3nonc32)c1 | . | 2 | 6 | -2 | 2 | -6 | 1 | 2 | -1
N#Cc1c(Cl)cccc1Oc1ccc(S(=O)(=O)Nc2ccccc2)cc1 | -3.7 | 6 | 7 | -2 | . | 22 | 26* | 0 | -2
COc1ccc(CNC(=O)c2ccccc2NC(=O)C2=CSCCO2)c(OC)c1 | -1.4 | 3 | 1 | -6 | 6 | 0 | -1 | 4 | 3
OCCCn1c(-c2ccccc2)nc(=S)c2c1CCCC2 | 2.6 | 2 | -2 | 2 | 2 | 1 | 4 | 6 | 8
Cc1cc(C(=O)COC(=O)c2ccc[nH]c2=O)c(C)n1-c1ccccc1F | 1.2 | 6 | -2 | -1 | 8 | 1 | -7 | 7 | -2
CCN1C(=O)/C(=C\N2CCN(c3ccccc3)CC2)SC1=S | 3.1 | 1 | 3 | 1 | 9 | -2 | 4 | -9 | -4
CC(C)N(Cc1nccn1C)C(=O)CC1C(=O)NCCN1Cc1ccc(F)cc1 (stereo unspecified) | . | 10 | 10 | -1 | 6 | 4 | 1 | -1 | 10
Cc1cccc(C(=O)Nc2ccc3ccccc3c2)c1 | 0.5 | 2 | -5 | 5 | -2 | -4 | -6 | 4 | -1
Cc1cc(C)c(-c2cc(C(=O)Nc3cc(C)ccc3C)[nH]n2)c(O)c1 | 2.3 | 0 | -7 | 0 | 6 | -1 | 4 | 0 | -2
Cc1ccc(-n2cc(CNCCCn3ccnc3C)c(-c3ccc(F)cc3)n2)cc1 | 1.0 | 1 | -4 | 3 | 1 | -4 | -1 | 1 | 2
COc1cc(NC(=O)c2cc(Cl)nnc2Cl)cc(OC)c1OC | -3.1 | 0 | 3 | -1 | 1 | 3 | 6 | 1 | -2
COc1ccc(CNC(=O)c2cc3c(C)nc4ccccc4c3o2)c(OC)c1 | 3.2 | 5 | -1 | -5 | . | -8 | -2 | 0 | 4
COc1ccccc1NC(=O)N1CCN(c2cc(-c3ccccc3)nc3ncnn23)CC1 | -1.8 | 4 | -6 | 3 | 0 | 1 | 5 | 3 | -3
Cc1ccc(C)c(/C(O)=C2\C(=O)C(=O)N(CCCn3ccnc3)C2c2cccnc2)c1 (stereo unspecified) | -1.2 | 8 | 2 | 0 | 6 | 1 | 1 | 2 | 1
Cc1ccc2nc(-c3ccccc3)cc(C(=O)NCC(c3ccco3)N(C)C)c2c1 (stereo unspecified) | -2.7 | 7 | 3 | -2 | 1 | -3 | 2 | 1 | 2
COc1ccc(NC(=O)Cc2coc3cc(C)c(C(C)C)cc23)cc1S(=O)(=O)N1CCOCC1 | 0.7 | -9 | -9 | -6 | 3 | 3 | 8 | -1 | -27
COC(=O)N/N=C/c1ccc(-c2cccc(Cl)c2)o1 | 0.3 | 5 | 1 | 4 | 0 | 4 | 3 | 5 | 7
Cc1c(C(=O)NC(C)CCc2ccccc2)cccc1[N+](=O)[O-] (stereo unspecified) | -0.1 | -1 | -1 | 1 | 3 | 1 | 4 | -1 | -3
COc1cc2c(cc1OC)CN(Cc1cc(OC)c3c(c1)OCO3)CC2 | 1.5 | -2 | 3 | 3 | 6 | 0 | 6 | 0 | -1
CC1(C)CC(=O)C(CS(=O)(=O)c2ccccc2)=C(O)C1 | 0.7 | 10 | -2 | 1 | 2 | 5 | 0 | -5 | 22
CC(=O)NC1(C(F)(F)F)C(=O)Nc2c1c(=O)[nH]c(=O)n2CC(C)C (stereo unspecified) | 0.1 | 5 | 5 | 1 | 2 | -1 | 7 | 1 | 1
COc1ccc(-n2c(O)c(/C=N/NS(=O)(=O)c3cccc([N+](=O)[O-])c3)c3ccccc3c2=O)cc1OC | 16 | -17 | -36 | -12 | -23 | -10 | 10 | -5 | -171
COc1ccc(C2CC(c3ccccc3)=NN2S(=O)(=O)c2ccccc2)cc1 (stereo unspecified) | 3.6 | 7 | -7 | -4 | -4 | -1 | 0 | 7 | 9
Nc1cc(=O)[nH]c(SCC(=O)N2CCCCC2)n1 | 1.4 | 1 | -1 | -2 | 2 | 0 | 3 | -2 | 4
CCN(CC)C(=O)C1CCCN(C(=S)Nc2cccc3ccccc23)C1 (stereo unspecified) | -1.7 | -5 | 2 | 0 | 13 | 8 | 4 | 27 | 0
Cc1nc2ccccc2c(=O)n1/N=C/c1ccccn1 | -1.9 | 5 | 5 | 0 | 2 | -2 | 0 | 3 | 1
COc1ccc(C(=O)CSc2nc(N)nc(SC)c2C#N)cc1 | -1.3 | -8 | -1 | -22 | -4 | -28 | -6 | 19 | -13
COC/C=C/C1=CC2=CC(=O)C(C)(OC(=O)c3cnc4ccccc4n3)C(=O)C2=CN1CCc1ccccn1 (stereo unspecified) | -15 | 52* | 32* | 7 | . | 2 | 25* | 10 | 55*
c1cncc(CNc2c3c(nc4nnnn24)CCCC3)c1 | -2.8 | 7 | 7 | 4 | 2 | 4 | 0 | 1 | 7
CCOC(=O)c1nnn(-c2nonc2N)c1CSc1ccc(C)cc1 | -1.1 | 3 | -3 | 1 | 0 | 0 | 2 | 2 | 8
Cn1c(=O)c2c(nc(Br)n2Cc2ccccc2Cl)n(C)c1=O | 1.5 | 5 | 2 | 6 | 0 | 5 | 0 | 1 | -2
COc1ccccc1C(CNC(=O)COc1cc(C)ccc1Cl)N1CCCC1 (stereo unspecified) | 7.9 | -1 | 9 | -4 | 1 | 1 | -4 | 0 | 0
Cc1ccc(NC(=O)CSCC(=O)NC2=NCCS2)cc1 | . | -5 | 10 | . | -3 | 0 | -1 | 2 | -7

Further results.
SMILES | MEX-5 binding | Bcl-xL primary | GLD-1 RNA inh | Fam108B counter | PAFAH1B2 FP inh | PME-1 inh | pPAFAH FP inh | AHR act | MCL1-BIM inh
Cc1ccc(-n2c(SCC(=O)N3CCOCC3)nc(O)c(Cc3ccccc3)c2=O)cc1 | 1.0 | 10 | -3 | -1 | 5 | 10 | 2 | -1 | 15
O=C(c1ccco1)N1C(=O)c2cccc3c(S(=O)(=O)N4CCCC4)ccc1c23 | -0.9 | 1 | 8 | -4 | -3 | -1 | -1 | 6 | 9
O=C(Nc1nc2c(s1)CCc1ccccc1-2)c1cccs1 | -1.5 | 7 | -1 | -30 | 0 | 0 | 3 | 85* | 11
O=C(/C=C/c1ccc(F)cc1)c1cc(Br)ccc1O | 2.0 | 3 | 7 | -6 | 5 | -4 | 3 | 5 | 0
CN(C)CCCOC(=O)c1ccc(Cl)cc1Cl | -0.9 | 1 | -4 | 4 | 3 | 2 | 0 | -2 | 3
COc1ccc(N2C(C)=CS/C2=C(/C#N)c2nnc(N3CCOCC3)n2-c2ccccc2)cc1 | -0.4 | 8 | 3 | 0 | 4 | 3 | 8 | -3 | 10
O=C(NCCc1c[nH]c2ccccc12)c1c(Cl)nc2sccn12 | 0.0 | 6 | 7 | 3 | 2 | 1 | 4 | -7 | 6
Cc1sc2ncnc(NCCCN3CCCC3=O)c2c1C | 0.5 | -7 | 3 | 0 | 6 | -1 | 2 | 4 | -9
O=C1CC2(CCCC2)Oc2ccc(Cl)cc21 | 0.4 | -4 | 7 | 0 | -2 | 0 | 6 | 2 | 2
COc1ccc(S(=O)(=O)NC2CCCCC2)c(C)c1C | -2.7 | -1 | 2 | 0 | -4 | 1 | 0 | 3 | 0
COc1cccc(NC(=S)NCc2ccccn2)c1 | -4.0 | 0 | -3 | 0 | 2 | 2 | 5 | 5 | -1

Some of the compounds tested; rates above refer to the full screens.
